Screening results as filed in PubChem BioAssay.
Bim-Bfl-1 – human Bim-Bfl-1 interaction inhibition. Bead-based flow cytometry, Bim-Bfl-1 binding inhibition. inhibition, % at 10 µM. hit rate 0.12% among 190,000. AID 1008;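 also: 0% = wells without compound plus tracer and 100% = blocker peptide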
Bim-Bcl-B – inhibitors of Bim-Bcl-B interaction, human; Q9HD36; bead-based flow cytometry, Bim peptide-Bcl-B binding; inhibition, % at 10 µM; hit rate 0.073% among 190,000;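 also: 0% = tracer peptide without compound and 100% = reference inhibitor peptide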
Target sequence (Q9HD36 whole entry, looked up): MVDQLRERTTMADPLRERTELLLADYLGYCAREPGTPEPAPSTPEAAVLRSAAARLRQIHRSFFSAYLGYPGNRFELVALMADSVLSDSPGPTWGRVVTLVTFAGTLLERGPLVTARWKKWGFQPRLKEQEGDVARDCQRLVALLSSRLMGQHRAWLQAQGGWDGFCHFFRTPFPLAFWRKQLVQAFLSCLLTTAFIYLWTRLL
Bim-Bcl-2 – inhibitors of Bim-Bcl-2 interaction, human; P10415; Bead-based flow cytometry, Bim peptide-Bcl-2 binding; inhibition, % at 10 µM; hit rate 0.06% among 190,000; AID 950; in the data active = inhibition above about 40%; inconclusive = no clear call, values can overlap the other calls;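 also: 0% = no compound wells with probe peptide and 100% = reference peptide inhibitor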
Target sequence (P10415 whole entry, looked up): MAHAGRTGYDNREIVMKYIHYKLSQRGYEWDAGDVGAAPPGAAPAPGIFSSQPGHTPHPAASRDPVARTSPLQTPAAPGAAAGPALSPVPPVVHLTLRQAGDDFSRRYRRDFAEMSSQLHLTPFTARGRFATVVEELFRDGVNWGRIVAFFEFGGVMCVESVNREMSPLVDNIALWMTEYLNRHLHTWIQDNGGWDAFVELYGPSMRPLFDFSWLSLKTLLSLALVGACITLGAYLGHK
Rab7 wt GTP bind – alters GTP binding to wildtype dog Rab7; GTP binding activity (percent of control), % at 10 µM; GST-Rab7 beads, fluorescent GTP binding, flow cytometry; actives lie on both sides; untreated = 100%, excess cold GTP = 0%; hit rate 0.055% among 190,000;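 active = fluorescent GTP binding to Rab7 beads changed by at least 20 points from the 100% baseline, either direction, mostly lower; inconclusive = compound itself probably fluorescent, or too few beads counted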;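 also: median green fluorescence of bound Bodipy-FL-GTP per Rab7 bead population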
HRas wt GTP – modulators of GTP binding to human HRas wildtype. GST-Ras wt beads, Bodipy-FL-GTP binding, flow cytometry; actives lie on both sides. GTP binding activity, % at 10 µM. hit rate 0.14% among 190,000. AID 759;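 active = GTP binding activity at least 20% away from the 100% baseline, either lowered as inhibitor or raised as activator; inconclusive = flagged as likely green fluorescent, judged across all proteins in the well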;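 also: 0% = unlabeled GTP competition control and 100% = no-compound control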
Target sequence (P01112 whole entry, looked up): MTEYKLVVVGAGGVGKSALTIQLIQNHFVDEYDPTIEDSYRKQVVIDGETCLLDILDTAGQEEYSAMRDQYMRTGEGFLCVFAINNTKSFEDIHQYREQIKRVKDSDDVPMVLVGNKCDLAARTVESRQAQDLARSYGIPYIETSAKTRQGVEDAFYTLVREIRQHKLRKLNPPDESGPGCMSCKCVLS
Cdc42 wt – modulators (inhibitors or activators) of GTP binding to human Cdc42 wildtype; hit rate 0.2% among 190,000; P60953; AID 761; GST-Cdc42 beads, Bodipy-GTP binding, flow cytometry; actives lie on both sides; percent activity (GTP binding), % at 10 µM;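 active = percent activity GTP binding at least 20 points away from the 100% baseline, either down as inhibitor or up as activator; inconclusive = compound flagged as likely green fluorescent from well-wide comparison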;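 also: median bead fluorescence of bound Bodipy-FL-GTP at 100 nM; 0% = excess unlabeled GTP control and 100% = no compound control; below 100% means less GTP binding so inhibitor and above means activator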
Bcl-W Bim block – inhibitors of Bim-Bcl-W interaction, human | bead-based flow cytometry, Bim peptide-Bcl-W binding | inhibition, % at 10 µM | hit rate 0.02% among 190,000 | AID 952;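 also: 0% = bound tracer without compound and 100% = peptide blocker; higher means less fluorescent Bim peptide bound to Bcl-W beads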
Target sequence (Q92843 whole entry, looked up): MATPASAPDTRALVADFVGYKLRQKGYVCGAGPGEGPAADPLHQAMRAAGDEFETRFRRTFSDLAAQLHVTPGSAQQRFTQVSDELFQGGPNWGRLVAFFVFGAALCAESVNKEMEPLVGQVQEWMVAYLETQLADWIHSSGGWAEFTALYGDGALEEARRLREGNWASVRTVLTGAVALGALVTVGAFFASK
Rac1 wt GTP bind – alters GTP binding to wildtype human Rac1. P63000. GST-Rac1 beads, fluorescent GTP binding, flow cytometry; actives lie on both sides; 0 = cold GTP competed, 100 = untreated. GTP binding activity (% of control), % at 10 µM. hit rate 0.27% among 190,000;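 active = GTP binding activity at least 20 points away from the 100% control level, either lower or higher; inconclusive = compound flagged as likely green fluorescent, judged across all proteins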
Bcl-XL Bim block – inhibitors of Bim-Bcl-XL interaction, human | Q07817 | AID 1007 | Bim peptide-Bcl-XL binding, bead flow cytometry, fluorescence | hit rate 0.04% among 190,000 | inhibition, % at 10 µM
Target sequence (Q07817 whole entry, looked up): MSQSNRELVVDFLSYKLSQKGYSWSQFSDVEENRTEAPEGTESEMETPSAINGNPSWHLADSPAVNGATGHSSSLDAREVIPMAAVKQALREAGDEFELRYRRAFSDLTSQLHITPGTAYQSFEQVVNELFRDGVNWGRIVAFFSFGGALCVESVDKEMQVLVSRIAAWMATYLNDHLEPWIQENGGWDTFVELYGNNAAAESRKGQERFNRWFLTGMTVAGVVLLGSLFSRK
Rab2A wt mod – changes GTP binding to wildtype dog Rab2A, up or down; hit rate 0.19% among 190,000; GTP binding activity, % at 10 µM; GST-Rab2 wt beads, Bodipy-GTP binding, flow cytometry; AID 760;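 active = GTP binding activity at least 20 points away from 100%, either lowered or raised; inconclusive = signal likely due to the compound's own green fluorescence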;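 also: 0% = beads with excess unlabeled GTP and 100% = no-compound control corrected for plate trend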
Rac1 act GTP bind – alters GTP binding to activated mutant human Rac1; P63000; GST-Rac1 activated beads, fluorescent GTP binding, flow cytometry; actives lie on both sides; 100% means binding = to untreated wells; percent activity (GTP binding), % at 10 µM; hit rate 0.11% among 190,000;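 active = GTP binding at least 20 percentage points away from the 100% baseline, in either direction, so actives lie on both sides; inconclusive = Compound likely fluorescent itself, or too few beads counted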
The depositor's hits bear a star; ? = inconclusive. Rule as the data show it, unless noted: active = inhibition above about 40%.

SMILES	Bim-Bfl-1	Bim-Bcl-B	Bim-Bcl-2	Rab7 wt GTP bind	HRas wt GTP	Cdc42 wt	Bcl-W Bim block	Rac1 wt GTP bind	Bcl-XL Bim block	Rab2A wt mod	Rac1 act GTP bind
CCOc1ccccc1-n1nnnc1SCC(=O)OC	-2	-2	1	95	96	97	3	97	-1	94	93
C=CCNC(=S)NC(=O)c1oc2ccccc2c1C	-3	-3	-2	100	96	98	-2	102	0	97	95
CC1CN(/C=C/C(=O)C(F)(F)F)CC(C)O1 (stereo not given)	-4	-2	-2	106	99	98	0	99	-1	97	97
CCOC(=O)/C=C1\SCC(=O)N1CC(=O)NC1CCCCC1	-8	-7	-8	97	100	106	4	106	-31	99	100
CC1CCN(c2ccc(C(=O)O)cc2N)CC1	-1	0	0	95	94	92	0	90	-1	93	92
CC(c1ccccc1)N(CCC(c1ccccc1)C1CCOC(C)(C)C1)C(=O)c1ccco1 (stereo not given)	1	-2	-2	100	97	99	-4	101	-6	95	96
C=CCn1c(SCC(=O)c2cc(C)n(Cc3cccs3)c2C)nnc1-c1ccncc1	-8	-9	-8	101	101	102	0	101	-3	100	99
CCCn1nc(C(=O)NCc2ccc3c(c2)OCO3)c2ccccc2c1=O	5	1	1	90	95	93	0	94	-1	95	96
Fc1ccccc1N1CCN(c2nnnn2-c2ccccc2)CC1	-5	-6	-1	95	93	92	0	98	-2	95	94
CCOc1ccc(NC(=S)NNC(=O)CC(C)O)cc1 (stereo not given)	-4	-9	-8	106	101	97	-7	99	-7	102	95
O=C1c2oc3ccccc3c(=O)c2C(c2cccnc2)N1CCCN1CCOCC1 (stereo not given)	15	-5	2	103	101	103	4	104	0	102	101
CCCn1c(=O)c2ccccc2n2c(Sc3nnnn3-c3ccccc3)nnc12	8	6	7	103	95	97	4	98	9	94	94
N#Cc1ccc(-c2ccc(F)cc2)nc1SCC(=O)Nc1sc2c(c1C#N)CCC2	0	0	0	97	100	100	1	100	-3	98	98
COc1ccc(OC)c(/C=N/NC(=O)CSc2nnc(C)n2-c2ccccc2)c1	-10	-3	-7	92	96	95	0	90	10	93	94
COc1cc2[nH]c(=O)n(CCC(=O)N3CCc4ccccc4C3)c(=O)c2cc1OC	0	0	0	97	99	100	-2	103	-1	99	101
CC1CC(=O)Nc2ccccc2N1C(=O)CN1CCN(C=O)CC1 (stereo not given)	-3	-2	0	97	99	100	0	101	-1	98	94
COc1ccc(C(=O)Nc2ccc(Oc3nc(C)nc4sc(-c5ccccc5)cc34)cc2)cc1OC	-5	-7	-5	97	98	104	-4	104	-10	98	100
COCc1cc(C)nc(N2CCc3ccccc32)c1C#N	-16	-10	-14	90	94	95	0	92	-6	93	92
Cc1ccc(NC(=O)COC(=O)C(NS(=O)(=O)c2ccc(Cl)cc2)C(C)O)cc1 (stereo not given)	0	2	1	106	101	100	0	101	0	101	99
O=C(CSc1nnc(-c2ccccc2Cl)o1)Nc1ccccn1	-2	-1	3	97	95	95	5	99	2	96	95
Cc1cc2ccccn2c1C(=O)c1nc(N2CCOCC2)ncc1Cl	3	3	7	94	99	98	0	100	2	98	98
CC(=O)NC1=NC(=O)CS1	-3	-1	-2	101	102	104	1	107	-2	101	99
c1ccc(-n2ncc3c(NCCN4CCCCC4)ncnc32)cc1	-1	-1	0	96	99	104	0	108	0	99	102
Cc1c(/C=C(\C#N)c2nn(-c3ccccc3)c(N)c2C#N)c2ccccc2n1Cc1ccc(F)cc1	0	0	-4	101	99	96	0	97	0	98	95
CCC1=[N+](C)CCn2c(C)ccc21	-13	-9	-7	103	102	105	4	107	-4	104	102
CCOC(=O)NC(=S)Nc1ccc(OC)cc1	-6	-3	0	104	99	97	0	104	-6	99	99
COc1cc(NC(=O)c2cc(C(C)C)on2)c(OC)cc1Cl	-20	-9	-15	103	102	100	0	103	-5	100	100
CC(C)CC(=O)N=Nc1c(O)[nH]c2ccccc12	-9	-6	-3	98	96	94	-3	101	-2	93	95
CC(=O)Nc1cc2c(cc1C(C)=O)OCCO2	-1	-3	-3	96	98	95	0	91	1	96	94
O=C(COc1nc2ccccc2nc1N1CCOCC1)Nc1ccc(S(=O)(=O)N2CCCC2)cc1	-7	-8	-9	97	101	99	-5	100	-11	98	99
O=C(NNc1ccc([N+](=O)[O-])cc1)C1C2CCCCC21 (stereo not given)	-4	-7	-7	100	99	102	-5	104	-6	97	100
CC1(C)Cc2ccccc2-c2nnc(-c3ccc4ccccc4n3)n21	4	0	3	99	102	104	0	104	-2	99	97
C=CCNC(=S)NNC(=O)c1ccccc1OCC	-5	-11	-4	96	97	100	1	99	-2	100	96
COc1ccc(OCCC(=O)OCC(=O)Nc2ccc(Br)cc2)cc1	-7	-7	-3	100	96	100	-2	101	-3	95	95
CCCCN(C)C(=O)c1nc2ccccn2c1CNC1CCC1	-12	-4	-7	97	99	101	-4	101	-4	98	96
COCCCNC(=O)C1CCN(S(=O)(=O)c2c(C)noc2/C=C\c2ccc(OC)cc2)CC1	-8	-4	-5	99	102	104	-2	108	0	99	101
Cc1ccc2cc(C#N)c(NCCNC(=O)C3CC3)nc2c1C	0	2	-1	?	?	?	0	?	0	?	?
COc1ccccc1NC(=O)C(C/C=C(\C)Cl)C(C)=O (stereo not given)	-9	-6	-5	101	104	104	3	105	-1	99	102
COc1ccc2c(c1)c1ncn(CCN3CCCC3)c(=O)c1n2C	-10	-1	2	100	102	105	1	103	-1	102	100
CN1C(=O)c2cccc(NC(=O)C3CCCCC3)c2C1=O	-7	-1	-4	101	104	101	0	106	-2	100	100
CN1CCN(C(=O)CN(Cc2ccccc2)S(C)(=O)=O)CC1	1	-1	-1	94	95	94	3	97	-4	96	95
Cc1cccc(NS(=O)(=O)c2cc(C(=O)N3CCc4ccccc4C3)ccc2Cl)c1C	1	0	-6	97	103	99	0	101	1	100	98
COc1ccccc1C1/C(=C(/O)c2ccc(C)cc2)C(=O)C(=O)N1Cc1ccco1 (stereo not given)	-6	-5	-7	97	96	97	-2	94	-7	95	92
Cc1nnc(SCc2ccccc2CSc2nnc(C)s2)s1	-1	-4	1	99	99	95	-1	98	-4	100	97
COc1ccc(/C=N/NC(=O)C2C(=O)NCC2c2ccccc2)c(OC)c1 (stereo not given)	-2	-3	-2	101	100	99	-2	105	-4	97	96
Cc1onc(-c2ccccc2Cl)c1C(=O)N1CCN(C/C=C/c2ccccc2)CC1	-2	1	0	96	100	102	-3	103	-1	98	98
CCOC(=O)C1CCN(C(=S)Nc2cccc(C)c2)CC1	-12	-7	-5	102	102	103	0	104	-13	104	102
O=C(CN(Cc1cccs1)C(=O)CSc1nnc(COc2ccccc2)o1)NC1CCCC1	-10	-7	-6	100	104	103	1	106	6	102	101
Cc1ccc(C)c(CN2CCCN(C(=O)Cn3ncc4c3-c3ccccc3OC4)C2)c1	-6	-3	-8	96	95	100	0	99	-1	96	97
CCC(C)Nc1ncnc2c1cnn2Cc1ccc(Cl)cc1 (stereo not given)	-7	-6	-5	101	101	103	-2	103	-3	100	100
O=S(=O)(Nc1ccc(Cc2ccncc2)cc1)c1ccc(Cl)cc1	4	0	0	98	96	94	-1	92	-3	95	93
O=c1cc(C23CC4CC(CC(C4)C2)C3)[nH][nH]1	-18	-11	-11	93	96	98	-1	94	-8	95	94
COC(=O)N1CCN(c2ccc(C)c(C)c2)CC1	2	0	0	100	98	96	2	96	0	98	96
COc1ccc(-c2[nH]c(-c3cc(OC)c4c(c3)OCO4)nc2-c2ccccc2)cc1	-10	-9	-5	102	96	95	-2	98	-2	94	98
O=c1oc2ccccc2c(Nc2cccc3cccnc23)c1[N+](=O)[O-]	-2	0	1	96	94	96	2	95	0	94	95
CC(=O)N/C(=C\c1ccccc1)C(=O)N1CCOCC1	-4	-5	2	102	101	96	1	98	0	101	97
COCCNc1oc(-c2ccccc2Cl)nc1C#N	-13	-9	-7	102	103	102	1	104	-3	100	100
CN(C)c1nccc(Nc2ccccc2)c1C#N	-19	-7	-7	101	102	102	-3	108	-6	103	98
Cn1nnnc1SCC(=O)Nc1ccccc1N1CCOCC1	0	1	1	98	104	105	0	103	0	103	100
Cc1nc2ccc(NC(=O)c3ccc(Cl)c(NC(=O)c4cccs4)c3)cc2s1	-18	-12	-9	106	104	103	0	108	-5	101	102

Exported with values under each structure: entries from further up
Each structure is followed by: Bim-Bfl-1, Bim-Bcl-B, Bim-Bcl-2, Rab7 wt GTP bind, HRas wt GTP, Cdc42 wt, Bcl-W Bim block, Rac1 wt GTP bind, Bcl-XL Bim block, Rab2A wt mod, Rac1 act GTP bind
COc1ccccc1NC(=O)C(C/C=C(\C)Cl)C(C)=O (stereo not given)
  -9, -6, -5, 101, 104, 104, 3, 105, -1, 99, 102
O=C(CSc1nnc(-c2ccccc2Cl)o1)Nc1ccccn1
  -2, -1, 3, 97, 95, 95, 5, 99, 2, 96, 95

Additional results:
SMILES	Bim-Bfl-1	Bim-Bcl-B	Bim-Bcl-2	Rab7 wt GTP bind	HRas wt GTP	Cdc42 wt	Bcl-W Bim block	Rac1 wt GTP bind	Bcl-XL Bim block	Rab2A wt mod	Rac1 act GTP bind
CCOC(=O)c1c(NC(=O)CSc2nnc(CNc3ccc(F)cc3)o2)sc(C(C)=O)c1C	-4	-12	-11	106	105	105	1	108	-8	107	99
Cn1c2c(c(=O)n(C)c1=O)C(NS(=O)(=O)c1ccc(Cl)cc1)(C(F)(F)F)C(=O)N2 (stereo not given)	-6	-6	-9	101	101	101	2	103	-2	101	99
Cc1nc(C)n(CC(=O)N2CCCC(C(=O)c3ccc(Cl)cc3C)C2)n1 (stereo not given)	-7	-2	-5	92	97	96	0	99	0	95	98
N#CC1(Cc2ccccc2Cl)c2ccccc2C=CN1C(=O)c1ccccc1 (stereo not given)	-10	-9	-8	94	100	96	1	103	0	98	97
Cc1c(Cl)c([N+](=O)[O-])nn1CCCC(=O)N1CCN(c2ccccc2)CC1	-15	-7	-7	100	97	100	0	102	-9	97	98
COc1ccc(NC(=S)Nc2ccccc2SC)c(OC)c1	-7	-5	-8	97	96	97	-2	101	-5	97	98
CCCCOC(=O)c1ccc(Nc2ncnc3nc[nH]c23)cc1	-2	-4	-4	101	100	100	-1	102	-6	100	99
CCc1ccc(CN2C(=O)CCC2(C)C(=O)NC2CCCC2)cc1 (stereo not given)	-4	0	-4	99	102	103	0	103	1	104	102
CC(C)=CCN1CCN(Cc2ccc(Sc3nncn3C)o2)CC1CCO (stereo not given)	1	-3	0	102	95	93	-3	92	2	99	92
O=C(N/N=C\c1ccc(Cl)s1)c1cccs1	0	0	-1	96	98	100	1	102	0	97	97
COc1ccccc1N(C)S(=O)(=O)c1ccc(C(=O)NCc2ccc3c(c2)OCO3)cc1	-6	-5	-5	106	99	96	-5	100	-3	97	98
COc1ccc(CNc2ccc3c(c2)nc(C)n3C)cc1	-13	-6	-9	97	100	101	0	101	-5	97	100
N#C/C(=C\C=C\c1ccccc1)c1nc(-c2ccc3c(c2)OCO3)cs1	0	-29	5	100	98	95	-4	95	-6	97	97
